# Bioassay records as filed in PubChem.
# VP16 counter – inhibits Gal4-VP16 luciferase reporter, ROR gamma counter-screen; Drosophila S2 Gal4-VP16 UAS-luciferase, luminescence, 20 h; Potency, µM (top dose mostly 53.6 µM), for inactives: top-dose activity, negative = inhibition, usual class: inhibitors; hit rate 3.5% among 310,000;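 further: Gal4-VP16 expression switched on by copper sulfate through the metallothionein promoter; on the % scale 0 is the no-effect control and ±100 the full control effect; nearly all actives have a fitted effect of over 50% in size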
# RORgamma inh – ROR gamma (mouse) transcription inhibition | P51450 | Drosophila S2 Gal4-RORgamma UAS-luciferase reporter, 20 h | Potency, µM (series often up to 53.6 µM), for the others: at the top dose activity change, negative = inhibition, usual class: inhibitors | hit rate 5.4% among 310,000; further: on the % scale 0 is the no-effect control and ±100 the full control effect; nearly all actives have a fitted effect of over 60% in size
# Target sequence (P51450 whole entry, looked up, the tested form may be a part): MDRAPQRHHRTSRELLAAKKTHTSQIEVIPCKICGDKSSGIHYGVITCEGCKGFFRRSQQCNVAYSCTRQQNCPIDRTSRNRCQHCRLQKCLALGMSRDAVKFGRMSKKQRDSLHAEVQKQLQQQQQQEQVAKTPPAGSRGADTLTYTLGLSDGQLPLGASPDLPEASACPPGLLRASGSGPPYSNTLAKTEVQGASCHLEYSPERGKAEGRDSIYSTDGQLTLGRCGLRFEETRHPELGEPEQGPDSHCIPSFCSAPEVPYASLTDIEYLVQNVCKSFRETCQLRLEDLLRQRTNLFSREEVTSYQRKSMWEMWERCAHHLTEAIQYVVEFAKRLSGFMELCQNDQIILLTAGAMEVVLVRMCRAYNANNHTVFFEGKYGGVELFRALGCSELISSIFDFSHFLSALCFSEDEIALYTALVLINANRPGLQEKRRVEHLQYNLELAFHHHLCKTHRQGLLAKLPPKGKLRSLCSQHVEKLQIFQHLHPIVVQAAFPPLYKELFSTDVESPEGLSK
#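 A Gal4/UAS one-hybrid system in insect cells: metallothionein-promoter Gal4–ROR gamma fusion plus Photinus luciferase reporter. Copper sulfate 700 uM final, 20 hr ambient incubation, luminescent detection after 10 min with reagent.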
# Menin MLL FP TR – displaces Texas Red mutant MLL peptide from human menin. Potency, µM (top dose mostly 61.6 µM), for inactives: at the top dose FP activity change, negative = inhibition, hits mostly inhibitors. hit rate 0.23% among 270,000. AID 1768. O00255. Menin + Texas Red MLL mutant peptide, fluorescence polarization; active means well fitted inhibition curve with a large enough effect in the polarisation, with a control signal flat, not every such curve was filed as active; inconclusive means small, poorly fitted or top-dose-only effect, or effect the other way, or a change in a side signal; inactive means no such curve, though single readings can be large or run the other way; the % refers to the polarisation; further: % of control where 0% means no effect; many of its hits are not listed in these tables
# Numbers without * were called inactive; ? = inconclusive; / = no result given; & = joins results of further samples; [ ] = dose if it differs, or a comment. Unless noted, the call rests on the fitted dose curve; in most records, active means well fitted curve in the direction sought with a large enough effect; inconclusive means small, poorly fitted or top-dose-only effect, or another doubt; inactive means no such curve, though single readings can be large; an effect the other way counts as inactive or inconclusive. Potency means the concentration at half of the fitted maximal effect. Only part of the results is shown; count on the stated rates, not on these rows.
# Every second line gives: VP16 counter	Menin MLL FP TR	RORgamma inh
[1] CC(O)C(C)OC(=O)[C@@H]1C[C@@H]2c3cccc4c3c(cn4C(C)C)C[C@H]2N(C)C1 (stereo not given in full)
 : /	?	/
[2] CCCN1CCc2cc(O)cc3c2C1Cc1ccc(O)c(O)c1-3 (stereo not given)
 : /	-14.6%	/
[3] CN1CCc2cc(O)cc3c2C1Cc1ccc(O)c(O)c1-3 (stereo not given)
 : /	-23.4%	/
[4] COC(=O)c1cc2c(cn1)[nH]c1ccccc12
 : /	-1.4%	/
[5] COC(=O)C(N)CCCN=C(N)N[N+](=O)[O-] (stereo not given)
 : /	-7.1%	/
[6] CCNC(=O)[C@H]1O[C@@H](n2cnc3c(N)ncnc32)[C@H](O)[C@H]1O
 : /	-0.8%	/
[7] CCc1c(C(=O)OC)ncc2[nH]c3cc(OC)c(OC)cc3c12
 : /	13.8%	/
[8] CCCCN1C2CCC1CC(OC(c1ccc(F)cc1)c1ccc(F)cc1)C2 (stereo not given)
 : /	?	/
[9] CNc1ccc2oc(C[C@@H]3OC4(CC[C@@H]3C)O[C@H](C(C)C(=O)c3ccc[nH]3)[C@H](C)C[C@H]4C)nc2c1C(=O)O (stereo not given in full)
 : /	1.1%	1.78µM*
[10] CNC(=O)O/N=C/C(C)(C)S(C)=O (stereo not given)
 : 0.0%	/	2.7%
[11] c1ccc(NNc2ccccc2)cc1
 : -1.2%	/	-5.9%
[12] O=[N+]([O-])c1cc([N+](=O)[O-])c2ccccc2c1
 : 4.5%	/	-35.3%
[13] O=[N+]([O-])c1cc(C(F)(F)F)cc([N+](=O)[O-])c1Cl
 : 8.9%	/	-1.5%
[14] CC(C)(C)OOC(=O)c1ccccc1
 : -6.6%	/	-17.9%
[15] O=C(O)C(Cl)Br (stereo not given)
 : 1.3%	/	8.5%
[16] O=C=NC1CCCCC1
 : -3.7%&7.1%	/	4.8%&31.2%
[17] CCN(N=O)C(N)=O
 : 4.5%	/	17.0%
[18] N#CCc1ccccc1
 : -3.7%	/	4.4%
[19] c1nc[nH]n1
 : -4.8%	/	13.0%
[20] C(=NC1CCCCC1)=NC1CCCCC1
 : 2.24µM*	/	?
[21] O=[N+]([O-])C(Br)Br
 : 11.2µM*	/	12.6µM*
[22] c1ccc(P(c2ccccc2)c2ccccc2)cc1
 : -10.9%	/	-21.7%
[23] CC(C)C#N
 : 3.6%	/	2.6%
[24] C(CCOCC1CO1)COCC1CO1 (stereo not given)
 : -4.5%	/	2.8%
[25] CCNCC
 : -3.7%	/	6.1%
[26] Nc1ccc(-c2ccc(N)cc2)cc1
 : 6.4%	/	-14.7%
[27] C=CC=O
 : -22.4%	/	-5.2%
[28] CN=C=S
 : -7.9%	/	-17.8%
[29] O=P(OCCCl)(OCCCl)OCCCl
 : -1.8%	/	-0.9%
[30] Oc1cccc(Cl)c1
 : 7.7%	/	-2.3%

# Given with bars between the fields: 18 of the compounds above
No. | mol | VP16 counter | Menin MLL FP TR | RORgamma inh
13 | O=[N+]([O-])c1cc(C(F)(F)F)cc([N+](=O)[O-])c1Cl | 8.9% | / | -1.5%
14 | CC(C)(C)OOC(=O)c1ccccc1 | -6.6% | / | -17.9%
15 | O=C(O)C(Cl)Br (stereo not given) | 1.3% | / | 8.5%
16 | O=C=NC1CCCCC1 | -3.7%&7.1% | / | 4.8%&31.2%
17 | CCN(N=O)C(N)=O | 4.5% | / | 17.0%
18 | N#CCc1ccccc1 | -3.7% | / | 4.4%
19 | c1nc[nH]n1 | -4.8% | / | 13.0%
20 | C(=NC1CCCCC1)=NC1CCCCC1 | 2.24µM* | / | ?
21 | O=[N+]([O-])C(Br)Br | 11.2µM* | / | 12.6µM*
22 | c1ccc(P(c2ccccc2)c2ccccc2)cc1 | -10.9% | / | -21.7%
23 | CC(C)C#N | 3.6% | / | 2.6%
24 | C(CCOCC1CO1)COCC1CO1 (stereo not given) | -4.5% | / | 2.8%
25 | CCNCC | -3.7% | / | 6.1%
26 | Nc1ccc(-c2ccc(N)cc2)cc1 | 6.4% | / | -14.7%
27 | C=CC=O | -22.4% | / | -5.2%
28 | CN=C=S | -7.9% | / | -17.8%
29 | O=P(OCCCl)(OCCCl)OCCCl | -1.8% | / | -0.9%
30 | Oc1cccc(Cl)c1 | 7.7% | / | -2.3%

# The results go on.
# Every second line gives: VP16 counter	Menin MLL FP TR	RORgamma inh
[31] Nc1c(Cl)c(Cl)nc(C(=O)O)c1Cl
 : -0.3%	/	6.0%
[32] CCOC(=O)CBr
 : -15.0%	/	-44.7%
[33] c1ccoc1
 : 2.9%	/	15.1%
[34] COC(=O)c1ccccc1C(=O)OC
 : -4.2%	/	8.2%
[35] Oc1cccc(Cl)c1Cl
 : 8.8%	/	11.1%
[36] Nc1cc(Cl)ccc1Cl
 : -6.2%	/	7.3%
[37] O=C(O)CBr
 : 5.9%	/	-0.9%
[38] CC(C)(C)c1o[nH]c(=O)c1C[C@H](N)C(=O)O
 : -0.2%	1.7%[24.8 µM]	5.9%
[39] CC1NCCOC1c1ccccc1 (stereo not given)
 : -4.0%	-6.0%	8.4%[10 µM]
[40] OCC(O)Cc1ccc2c(c1)OCO2 (stereo not given)
 : 4.7%	-3.9%	2.3%
[41] O=[N+]([O-])OC1CO[C@H]2C(O[N+](=O)[O-])COC12 (stereo not given in full)
 : -6.1%	-3.4%	18.4%
[42] CC(=O)N[C@@H]1CCSC1=O
 : -7.1%[17 µM]	8.1%[24.8 µM]	0.0%[16.9 µM]
[43] CCC1(CC)CCNC1=O
 : 0.1%	-0.4%	-0.6%
[44] C[C@H](N)Cc1cnc[nH]1
 : -12.2%	-1.5%[24.8 µM]	-16.6%
[45] CC1=CC(=O)c2c(O)cccc2C1=O
 : 12.6µM*	?	14.1µM*
[46] CC(C)C[C@H](NC(=O)[C@H](Cc1ccccc1)NC(=O)CNC(=O)[C@@H](COC(C)(C)C)NC(=O)[C@@H](N)Cc1ccc(O)cc1)C(=O)N[C@H](C(=O)O)[C@@H](C)OC(C)(C)C
 : -11.0%	6.1%	12.3%
[47] C[C@@H](Cc1ccc(O)cc1)NC[C@@H](O)c1cc(O)cc(O)c1
 : -3.8%[17 µM]	3.1%[24.8 µM]	17.1%[16.9 µM]
[48] COC[C@]12CN(C=O)C3C4C(OC)C1[C@@]3(C1CC3(O)C(OC)C(O)C4(OC(C)=O)C1C3OC(=O)c1ccccc1)[C@@H](OC)CC2O (stereo not given in full)
 : 10.7%	-3.8%	1.0%
[49] C/C(=C\c1csc(C)n1)[C@@H]1C[C@@H]2O[C@]2(C)CCC[C@H](C)[C@H](O)[C@@H](C)C(=O)C(C)(C)[C@@H](O)CC(=O)O1
 : ?	-4.8%	-4.0%
[50] Cc1ccc(N=CN(C)C=Nc2ccc(C)cc2C)c(C)c1
 : 0.9%	1.0%	3.3%
[51] COC(=O)c1cc(Oc2ccc(Cl)cc2Cl)ccc1[N+](=O)[O-]
 : 17.3%	1.3%	?
[52] Oc1ccccc1-c1ccccc1
 : 2.3%&-5.4%	-0.3%	?
[53] O=[N+]([O-])O[C@H]1CO[C@H]2[C@H]1OC[C@@H]2O[N+](=O)[O-]
 : -1.1%[17 µM]	2.6%[24.8 µM]	8.5%[16.9 µM]
[54] CCCCC/C=C\C/C=C\C/C=C\C/C=C\CCCC(=O)N[C@H](C)CO
 : -9.6%&1.3%	-29.6%&-8.0%	-2.7%&-20.5%
[55] CNC(C)[C@@H](O)c1ccc(O)cc1 (stereo not given in full)
 : -13.2%	-3.7%	14.8%
[56] CCCCCC[C@H]1C(=O)O[C@H](C)[C@H](NC(=O)c2cccc(NC=O)c2O)C(=O)O[C@@H](C)[C@@H]1OC(=O)CC(C)C
 : 2.0%	?	?
[57] CC1CCC2C(C)C(=O)OC3O[C@]4(C)CCC1[C@@]32OO4 (stereo not given in full)
 : 3.7%	6.1%	0.2%
[58] Cc1nc(-c2ccc(-c3ccc(C(=O)N4CCc5cc6c(cc54)C4(CCN(C)CC4)CO6)cc3)c(C)c2)no1
 : ?	?	?
[59] CNC(C)C(O)c1ccccc1 (stereo not given)
 : 1.8%	-7.9%	30.4%
[60] CCCN(CCC)c1c([N+](=O)[O-])cc(S(N)(=O)=O)cc1[N+](=O)[O-]
 : ?	18.2%	-42.0%

# Every second line gives: VP16 counter	Menin MLL FP TR	RORgamma inh
[61] c1cnc(N2CCC3(CCNCC3)CC2)nc1
 : -4.2%	-14.9%	-17.9%
[62] CO[C@@H](COC(N)=O)C1=C(N2CC2)C(=O)C(C)=C(N2CC2)C1=O
 : 11.2µM*	2.0%	?
[63] COc1cc2c(cc1-c1cc3cc4ccoc4cc3oc1=O)OCO2
 : -7.4%	-8.9%	18.4%
[64] N#C/C(=C\c1cccc(O)c1)C(=O)O
 : -8.0%	6.7%	-17.6%
[65] c1cc(N2CCCC3(CCNCC3)C2)ccn1
 : -1.9%	-5.7%	-7.9%
[66] N#Cc1ccc(CN2CCC3(CC2)CCN(C(=O)Oc2ccccc2)CC3)cc1
 : -0.8%	-1.8%	-4.2%
[67] COc1cc(C2c3cc4c(cc3C(OC(C)=O)[C@H]3COC(=O)C23)OCO4)cc(OC)c1OC (stereo not given in full)
 : -8.9%&-2.8%	-13.7%&0.5%	0.5%&-15.4%
[68] CC(C)(O)[C@H]1O[C@@H]2CC[C@]3(C)[C@@]4(C)c5[nH]c6ccccc6c5C[C@@H]4CC[C@]3(O)C2=CC1=O
 : -21.2%	?	22.6%
[69] CCNC[C@H](O)c1cccc(O)c1
 : -5.5%[17 µM]	-1.8%[24.8 µM]	-12.3%[2.98 µM]
[70] CC(=O)OC1CC[C@@]2(C)C3CC[C@]4(C)C(=O)CCC4C3CC[C@H]2C1 (stereo not given in full)
 : ?	-13.5%	-21.0%
[71] O=C(Oc1ccccc1)N1CCC2(CC1)CN(C(c1ccccc1)c1ccccc1)C2
 : 0.6%	-21.0%	14.8%
[72] CCCCCC1C(=O)O[C@H](C)[C@@H](NC(=O)c2cccc(NC=O)c2O)C(=O)OC(C)C1OC(=O)CC(C)C (stereo not given in full)
 : 11.2µM*	?	0.005µM*
[73] CN1[C@@H]2CC[C@H]1CC(O[C@@H](c1ccccc1)c1ccc(Cl)cc1)C2 (stereo not given in full)
 : 14.1µM*	?	12.6µM*
[74] C[S@@](=O)CCCCN=C=S
 : -11.4%	5.9%	3.16µM*
[75] NCCc1ccccn1
 : -8.7%	2.8%	-9.1%
[76] CON(C)C(=O)Nc1ccc(Br)cc1
 : -0.4%	-10.3%	18.5%
[77] [N-]=[N+]=CC(=O)OCC(N)C(=O)O (stereo not given)
 : -0.5%	-6.8%	-24.5%
[78] C[C@@H]1Cc2c(Cl)cc(C(=O)N[C@@H](Cc3ccccc3)C(=O)O)c(O)c2C(=O)O1
 : 22.4µM*	5.1%	?
[79] O=C1NCN(c2ccccc2)C12CCN(C[C@H]1COc3ccccc3O1)CC2
 : -1.4%	-2.0%[24.8 µM]	16.3%
[80] C[C@H](N)[C@H](O)c1ccc(O)c(O)c1
 : -3.2%[17 µM]	-1.2%[24.8 µM]	-21.8%[16.9 µM]
[81] CC1(C)C(C(Cl)Cl)C2(Cl)C(Cl)C(Cl)C1(Cl)C2(Cl)Cl (stereo not given)
 : -3.6%	10.9%	-16.4%
[82] CC1CC2CCC(O2)C(C)C(=O)OC(C)CC2CCC(O2)C(C)C(=O)OC(C)CC2CCC(O2)C(C)C(=O)OC(C)CC2CCC(O2)C(C)C(=O)O1 (stereo not given)
 : 0.501µM*	?	0.112µM*
[83] CC(=O)OC1CCC23C(=O)OC45CCC(C6=CC(=O)OC6)C4(C)CCC2C5CCC3(O)C1 (stereo not given)
 : -7.1%	-0.7%	-12.9%
[84] CCCC(C)(COC(N)=O)COC(=O)NC1CC1 (stereo not given)
 : 0.8%	-2.9%	8.6%
[85] CN1C(=O)[C@@H](NC(=O)c2cc3ccccc3[nH]2)N=C(c2ccccc2)c2ccccc21
 : -17.2%	-15.2%	-44.2%
[86] C[C@H]1CC[C@]2(OC1)O[C@@H]1C[C@@H]3[C@@H]4CC[C@H]5C[C@@H](O)CC[C@]5(C)[C@@H]4CC(=O)[C@@]3(C)[C@H]1[C@@H]2C
 : ?	-0.3%[24.8 µM]	0.5%[16.9 µM]
[87] CC#C[C@]1(O)CC[C@H]2C3C=C(C)C4=CC(=O)C=C[C@]4(C)[C@H]3[C@@H](O)C[C@@]21C (stereo not given in full)
 : 2.2%	3.4%	41.6%
